Screening data: PubChem, Sanford-Burnham Center for Chemical Genomics
Apaf1 inhib: blocks human Apaf-1 apoptosome activity; reconstituted apoptosome caspase-3 activity, DEVD-Rh110 fluorescence; inhibition, % at 20 µM; actives 0.71% (n = 330,000); AID 489030; active means inhibition of at least 40% at 20 µM;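 further: plate controls were DMSO wells for no effect and DEVD-CHO caspase inhibitor wells for full effect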
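System – cell-free apoptosome with Apaf-1, procaspase-3 and caspase-9 · Buffer or medium – pH 7.5 Hepes buffer with CHAPS, BSA, DTT · Also added – cytochrome c with DEVD-Rh110 · Times – 30 min compound preincubation, 50 min activation, room temperature · Technique – Rh110 fluorescence intensity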
mIAP activ: mouse IAP activation; actives 0.24% (n = 330,000); activation factor at 10 µM; muIAP, CDP-Star luminescence, 30 min; hits give high values; 1 = vehicle-only enzyme signal, 0 = enzyme-free wells;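 active means activation factor of at least 2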; further: the source names both 10 and 20 µM as test concentration; values of inactives mirror those of a sister screen read the other way
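Assay system: mouse IAP enzyme; reagent: chemiluminescent substrate CDP-Star; dosing: test compounds delivered from DMSO solution; schedule: 30 min at room temperature; measured by: luminescence from enzymatic CDP-Star hydrolysis; controls: DMSO-only wells and no-enzyme negative control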
NALP3 yeast inh: NALP3 inhibition in yeast | Yeast reconstituted NLRP3/ASC/caspase-1, beta-gal luminescence, 24 h | inhibition, % at 10 µM | actives 0.39% (n = 330,000);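 active means inhibition of 50% or more; inactive means inhibition below 50%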;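 further: plate controls were induced DMSO wells for no effect and uninduced yeast grown without galactose for full effect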
TIM10 inh: inhibits growth of TIM10 yeast strain. S. cerevisiae TIM10 strain growth, BacTiter-Glo luminescence, 24 h. inhibition, % at 10 µM. actives 1.4% (n = 330,000). AID 463195;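 active means inhibition of 40% or more at the single tested concentration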;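 further: wild-type TIM10 isogenic control strain grown at permissive 25 °C; 0% = DMSO yeast wells and 100% = minimal medium wells without yeast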
mIAP inh: mouse IAP inhibition. purified mouse IAP, CDP-Star luminescence, 30 min. inhibition, % at 10 µM. actives 0.2% (n = 330,000). AID 2806;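 active means inhibition of at least 40% at 10 µM in the primary screen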;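 further: plate controls were DMSO with enzyme for no effect and no enzyme wells for full effect; values of inactives mirror those of a sister screen read the other way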
tim10-1 inh: growth inhibitors of tim10-1 mutant yeast; S. cerevisiae tim10-1 ts strain growth, BacTiter-Glo, 24 h; AID 463190; inhibition, % at 20 µM; actives 2.2% (n = 330,000);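 active means inhibition of at least 40%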;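 further: mutant grown at 25 °C; 0% = DMSO wells with yeast and 100% = wells holding no yeast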
ATG4B inhibitor: inhibitors of human ATG4B cysteine protease; Q9Y4P1; ATG4B cleavage of LC3-PLA2, NBD-HPC fluorescence, 1 h; inhibition, % at 8.33 µM; actives 0.51% (n = 340,000); AID 504462; in the data active means inhibition above about 40%
Target sequence (Q9Y4P1 whole entry, looked up): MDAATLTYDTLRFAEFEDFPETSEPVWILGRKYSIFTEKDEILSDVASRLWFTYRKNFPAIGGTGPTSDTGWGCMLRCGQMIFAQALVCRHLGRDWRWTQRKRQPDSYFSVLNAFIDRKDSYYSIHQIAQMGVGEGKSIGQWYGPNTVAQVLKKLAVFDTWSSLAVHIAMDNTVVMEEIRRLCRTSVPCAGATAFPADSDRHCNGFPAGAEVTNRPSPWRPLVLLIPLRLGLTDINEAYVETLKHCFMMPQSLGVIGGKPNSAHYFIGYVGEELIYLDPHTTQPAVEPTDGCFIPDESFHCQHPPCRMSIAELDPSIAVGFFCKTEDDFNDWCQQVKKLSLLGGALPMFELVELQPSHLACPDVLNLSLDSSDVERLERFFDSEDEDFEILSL
hIAP block: blocks human intestinal alkaline phosphatase. P09923. purified IAP, CDP-Star luminescence, 30 min. inhibition, % at 10 µM. actives 0.12% (n = 330,000). AID 2544;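 active means inhibition reaching a set limit with compound at 10 µM in the primary screen, cut at about 35% in these data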;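 further: plate controls were DMSO wells with enzyme for no effect and no-enzyme buffer wells for full effect; values of inactives mirror those of a sister screen read the other way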
Target sequence (P09923 whole entry, looked up): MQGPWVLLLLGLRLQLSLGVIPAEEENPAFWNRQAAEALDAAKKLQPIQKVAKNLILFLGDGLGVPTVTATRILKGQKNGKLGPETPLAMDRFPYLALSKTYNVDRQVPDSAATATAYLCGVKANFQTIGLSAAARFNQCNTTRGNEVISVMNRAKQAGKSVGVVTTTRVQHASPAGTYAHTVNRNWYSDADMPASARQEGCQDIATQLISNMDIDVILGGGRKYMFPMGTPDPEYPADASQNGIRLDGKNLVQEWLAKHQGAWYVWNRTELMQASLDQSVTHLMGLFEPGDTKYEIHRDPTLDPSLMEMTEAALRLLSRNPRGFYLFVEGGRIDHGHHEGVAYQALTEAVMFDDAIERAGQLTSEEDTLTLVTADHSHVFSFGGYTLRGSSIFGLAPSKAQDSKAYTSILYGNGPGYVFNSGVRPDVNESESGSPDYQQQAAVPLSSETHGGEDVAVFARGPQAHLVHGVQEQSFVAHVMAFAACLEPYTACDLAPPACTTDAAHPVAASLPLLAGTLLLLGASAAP
hIAP activ: human IAP activation | purified human IAP, CDP-Star luminescence, 30 min; hits give high values; 1 = vehicle-only enzyme, 0 = enzyme-free background | activation factor at 10 µM | actives 0.16% (n = 330,000) | AID 2524;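 active means activation factor of the enzyme at least 2-fold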; further: the source names both 10 and 20 µM as test concentration; values of inactives mirror those of a sister screen read the other way
* hit, by the source's call; . = no result given.

#	SMILES	Apaf1 inhib	mIAP activ	NALP3 yeast inh	TIM10 inh	mIAP inh	tim10-1 inh	ATG4B inhibitor	hIAP block	hIAP activ
1	CCOC(=O)CC1(CC(=O)OCC)NC(=O)c2c(C)sc(C(=O)OCC)c2N1	5	0.99	27	11	1	30	-4	-8	1.1
2	Cc1nn(-c2ccccc2)c(C)c1C(=O)OCC(=O)NCc1ccco1	3	0.97	21	14	3	19	-2	9	0.91
3	CCc1ccc(NC(=O)c2cnn3c(C(F)F)cc(C)nc23)cc1	10	0.97	14	8	3	20	-10	-18	1.2
4	CCCSc1nc(C)cc(=O)[nH]1	2	0.98	-9	12	2	3	-3	-12	1.1
5	O=C(NC1CCN(S(=O)(=O)c2ccc(F)cc2)CC1)c1cccc(F)c1	-14	1	-2	-1	0	0	-5	-10	1.1
6	COc1cc(OC)c(NC(=O)c2ccccc2F)cc1Cl	-6	0.96	20	20	4	21	-10	-21	1.2
7	COc1ccc(OC)c(-n2nnnc2SCC(=O)N2CCN(C(=O)c3ccco3)CC2)c1	10	1	1	0	-2	22	-4	-11	1.1
8	COc1ccc(-c2cc(C(F)(F)F)c(C#N)c(SCC(=O)O)n2)cc1OC	-4	1	-1	3	-4	5	.	-10	1.1
9	O=C(COC(=O)c1ccc(Cl)nc1)Nc1ccc(Cl)cc1	8	0.99	5	2	1	-14	-2	27	0.73
10	O=C(CO/N=C/c1ccc(OC(F)F)cc1)NC1CCCC1	-453	1	-63	14	-2	8	-3	-5	1.1
11	O=C(Nc1n[nH]c(C(F)(F)F)n1)c1cccs1	-15	1	1	-9	-4	13	-3	-6	1.1
12	COc1cccc(CNCCc2c[nH]c3ccccc23)c1OCc1ccccc1F	22	1.1	21	-32	-11	-33	7	-5	1.1
13	CCOC(=O)N1CCN(C(=O)C2CCN(Cc3ccc(OC)cc3OC)CC2)CC1	11	0.95	5	-13	5	4	5	-15	1.2
14	Cc1ccc(C)c(OCCC(=O)N(C)CC(=O)Nc2c(C)cccc2C)c1	1	1	15	6	-2	15	-7	-13	1.1
15	O=C(/C=C/Nc1ccc(OC(F)(F)F)cc1)C(F)(F)F	0	1	17	1	-2	-20	1	-7	1.1
16	COc1ccc(-n2ccnc2SCC(=O)NC2CCCC2)c(OC)c1	-3	1	0	11	-4	18	3	-16	1.2
17	COc1cccc(NC(=O)CN(C)C(=O)c2ccccc2Sc2ccccc2C#N)c1	12	1	7	1	-4	11	-1	4	0.96
18	Cc1ccc2[nH]c(=O)c(C(c3nnnn3C(C)(C)C)N(Cc3ccco3)CC3CCCO3)cc2c1 (centres undefined)	1	0.96	14	25	4	24	-1	-13	1.1
19	C(=N\Nc1ccc2ccccc2n1)/c1ccc2c(c1)OCCO2	-3	0.99	18	-2	1	10	-10	-2	1
20	Cc1ccccc1C(=O)Nc1ccnn1C1CCN(C(=O)c2ccoc2)CC1	-3	1	-2	6	-2	9	-6	-33	1.3
21	CCCN(C(=O)c1ccccc1N)c1c(C)n(C)n(-c2ccccc2)c1=O	-1	0.98	6	-3	2	3	-15	20	0.8
22	C=CCNc1cc(C)oc(=O)c1C(=O)CC	-6	0.91	0	-11	9	0	6	-19	1.2
23	CC(=O)c1nc(N2C(=O)CC(Cc3cc(C)cc(C)c3)C2=O)sc1C (centres undefined)	1	1.1	14	3	-6	2	-14	-7	1.1
24	CCC(=O)NC(c1cccc([N+](=O)[O-])c1)c1c(OC(C)=O)ccc2ccccc12 (centres undefined)	4	0.98	12	2	2	28	-8	6	0.94
25	Cc1cc(NC(=O)CSc2nnc(-c3ccccc3)n2C)no1	4	0.95	1	0	5	11	1	2	0.98
26	CCOc1ccc(CN2CCN(Cc3cccn3-c3nccs3)CC2CCO)cc1 (centres undefined)	-13	0.99	-4	6	1	17	-4	2	0.98
27	CCCCNC(=O)c1cc2cc(CC)ccc2[nH]1	0	1.2	47	-2	-22	6	4	-3	1
28	COc1ccc(C(=O)O)cc1NC(=S)NC(=O)c1ccc(-c2ccc(Cl)cc2)o1	12	0.81	25	11	19	2	-6	16	0.84
29	CNc1oc(-c2ccccc2)nc1C#N	6	1	21	-19	0	2	-11	10	0.9
30	O=C(O)c1ccc(-n2cccc2/C=C2/NC(=O)N(c3ccccc3)C2=O)cc1	6	0.89	6	8	12	-8	5	15	0.85
31	O=[N+]([O-])c1ccc(S(=O)(=O)NCC2CCCO2)cc1 (centres undefined)	-1	0.93	13	15	7	1	0	-1	1
32	COc1cccc(OCCn2cc(C(=O)c3ccco3)c3ccccc32)c1	13	1	18	28	-1	33	-4	12	0.88
33	O=C(NCC1CCCO1)c1ccc(CS(=O)(=O)c2c(Cl)cccc2Cl)o1 (centres undefined)	-7	0.9	16	-5	10	7	5	5	0.95
34	COc1ccc(N2CCN(CC(O)COc3cc(C)ccc3C)CC2)cc1 (centres undefined)	7	0.96	29	9	4	27	0	-12	1.1
35	COc1cccc(NC(=O)Nc2ccc3nc(C)c(C)nc3c2)c1	-2	1	15	-3	-3	11	0	14	0.85
36	CCC(C)(C(=O)NC1CCCCC1)N(Cc1cccs1)C(=O)CC1NC(=O)NC1=O (centres undefined)	-11	1	3	9	-1	-2	10	19	0.81
37	CN(Cc1ccccc1F)C(=O)c1ccccc1Sc1ccccc1C#N	17	0.99	10	21	0	27	-2	-8	1.1
38	COc1cc(/C=C2\SC(=S)N(CC(=O)Nc3ccccn3)C2=O)cc(OC)c1OC	-10	0.99	20	31	0	14	-9	-21	1.2
39	COc1ccc(CCNC(=O)COC(=O)/C=C/c2ccc(OCC#N)c(OC)c2)cc1OC	1	0.99	3	-1	0	11	2	3	0.97
40	Cc1sc(NC(=O)CN(C(=O)c2ccccc2F)C2CCCC2)c(C(N)=O)c1C	9	1	8	8	-3	9	-3	3	0.97
41	Cc1csc(NC(=O)CSc2nccn2Cc2ccco2)n1	7	0.91	13	1	9	15	0	8	0.92
42	O=C(Cc1ccc(Cl)cc1)NCCS(=O)(=O)N1CCN(c2ccccc2F)CC1	13	1	16	5	-5	-3	2	6	0.94
43	COc1cc(/C=C2\SC(=S)N(NC(=O)c3ccncc3)C2=O)ccc1O	1	0.63	12	2	37	12	3	35*	0.65
44	COC(=O)C(NC(=O)c1cccnc1Cl)C(C)C (centres undefined)	-1	1.2	-1	-1	-18	-4	-12	-8	1.1
45	COc1cccc(N2C(=O)C(Cc3c[nH]c4ccccc34)NC2=S)c1 (centres undefined)	1	0.99	5	14	1	3	-5	11	0.89
46	CC(=O)NC(c1ccco1)c1cc(Cl)c2ccccc2c1O (centres undefined)	16	1.1	1	6	-9	25	6	0	0.99
47	O=C(O)C1=NN(c2c(F)c(F)cc(F)c2F)C(=O)CC1	1	1.1	8	-11	-6	7	-1	-9	1.1
48	COc1ccc(-c2nc(C(N)=O)c3[nH]c(=O)n(-c4cccc(C)c4)c3n2)c(OC)c1	19	1.1	11	-1	-10	-5	-11	-69	1.7
49	CCOc1ncccc1C(=O)Nc1ccc(S(=O)(=O)NC2=NCCCCC2)cc1	-22	1.1	18	8	-9	18	-12	-3	1
50	CC1Cc2ccccc2N1C(=O)CN1CCN(S(=O)(=O)c2cccs2)CC1 (centres undefined)	21	1.2	11	11	-21	48*	-5	1	0.99
51	CC(OC(=O)Cn1cnc2c1c(=O)n(C)c(=O)n2C)C(=O)NCc1ccccc1 (centres undefined)	3	0.99	-3	-4	1	3	-3	-1	1
52	CN(C(=O)CSc1nc2ccccc2[nH]1)C1CCS(=O)(=O)C1 (centres undefined)	-9	1	4	1	-4	10	3	-6	1.1

A draw from above in order of number of heavy atoms, ascending:
#	SMILES	Apaf1 inhib	mIAP activ	NALP3 yeast inh	TIM10 inh	mIAP inh	tim10-1 inh	ATG4B inhibitor	hIAP block	hIAP activ
44	COC(=O)C(NC(=O)c1cccnc1Cl)C(C)C (centres undefined)	-1	1.2	-1	-1	-18	-4	-12	-8	1.1
31	O=[N+]([O-])c1ccc(S(=O)(=O)NCC2CCCO2)cc1 (centres undefined)	-1	0.93	13	15	7	1	0	-1	1
47	O=C(O)C1=NN(c2c(F)c(F)cc(F)c2F)C(=O)CC1	1	1.1	8	-11	-6	7	-1	-9	1.1
46	CC(=O)NC(c1ccco1)c1cc(Cl)c2ccccc2c1O (centres undefined)	16	1.1	1	6	-9	25	6	0	0.99
35	COc1cccc(NC(=O)Nc2ccc3nc(C)c(C)nc3c2)c1	-2	1	15	-3	-3	11	0	14	0.85
43	COc1cc(/C=C2\SC(=S)N(NC(=O)c3ccncc3)C2=O)ccc1O	1	0.63	12	2	37	12	3	35*	0.65
32	COc1cccc(OCCn2cc(C(=O)c3ccco3)c3ccccc32)c1	13	1	18	28	-1	33	-4	12	0.88
30	O=C(O)c1ccc(-n2cccc2/C=C2/NC(=O)N(c3ccccc3)C2=O)cc1	6	0.89	6	8	12	-8	5	15	0.85
28	COc1ccc(C(=O)O)cc1NC(=S)NC(=O)c1ccc(-c2ccc(Cl)cc2)o1	12	0.81	25	11	19	2	-6	16	0.84
38	COc1cc(/C=C2\SC(=S)N(CC(=O)Nc3ccccn3)C2=O)cc(OC)c1OC	-10	0.99	20	31	0	14	-9	-21	1.2
39	COc1ccc(CCNC(=O)COC(=O)/C=C/c2ccc(OCC#N)c(OC)c2)cc1OC	1	0.99	3	-1	0	11	2	3	0.97
